H9c2 protect: modulators protecting cardiomyocytes from myocardial damage. H9c2 cardiomyocytes, H2O2 injury protection, ATPLite, 2 h. protection from H2O2 cell death, % at 20 µM. 360,000 compounds, 0.63% hits. AID 588492;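 active = compounds giving at least 50% protection of heart cells from peroxide-induced death in the single-dose screen, raw or plate-pattern-corrected value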;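 note: 0% = DMSO wells with peroxide and 100% = DMSO wells without peroxide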
ABCB6 inh 2: blocks the human ABCB6 transporter; Q9NP58; K562-ABCB6 porphyrin accumulation, flow cytometry, 1 h; active compounds read low; fluorescence ratio to DMSO, % at 10 µM; 360,000 compounds, 0.19% hits; AID 602162;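 active = fluorescence ratio to DMSO below 75%, the collection mean minus 3 SD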;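 note: signal is porphyrin accumulated inside mitochondria; 100% equals median channel fluorescence of DMSO control wells; lower ratio means ABCB6 inhibition with less porphyrin fluorescence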
Target sequence (Q9NP58 whole entry, looked up): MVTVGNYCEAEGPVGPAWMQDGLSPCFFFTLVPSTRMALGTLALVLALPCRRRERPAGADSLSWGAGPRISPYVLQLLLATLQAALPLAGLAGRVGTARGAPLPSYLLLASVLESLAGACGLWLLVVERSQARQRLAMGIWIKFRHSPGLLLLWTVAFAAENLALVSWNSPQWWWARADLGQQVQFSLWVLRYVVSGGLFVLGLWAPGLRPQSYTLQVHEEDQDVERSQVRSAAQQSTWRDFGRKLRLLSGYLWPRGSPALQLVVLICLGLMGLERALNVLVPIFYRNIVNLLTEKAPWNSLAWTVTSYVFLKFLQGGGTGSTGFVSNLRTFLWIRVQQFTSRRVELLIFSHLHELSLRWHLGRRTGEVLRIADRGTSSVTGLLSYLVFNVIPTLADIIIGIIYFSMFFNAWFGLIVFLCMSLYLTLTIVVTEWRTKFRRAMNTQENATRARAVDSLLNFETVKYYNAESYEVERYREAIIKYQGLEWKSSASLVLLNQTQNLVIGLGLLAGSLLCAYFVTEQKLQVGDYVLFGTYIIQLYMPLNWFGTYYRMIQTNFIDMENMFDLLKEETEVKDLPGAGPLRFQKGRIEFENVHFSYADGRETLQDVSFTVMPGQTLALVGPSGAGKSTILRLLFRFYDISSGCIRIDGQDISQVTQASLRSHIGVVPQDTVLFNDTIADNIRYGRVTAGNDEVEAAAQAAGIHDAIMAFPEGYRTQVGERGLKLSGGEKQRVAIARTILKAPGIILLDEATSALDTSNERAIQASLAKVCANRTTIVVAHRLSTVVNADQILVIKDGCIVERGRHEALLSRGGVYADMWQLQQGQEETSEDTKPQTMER
MC4R barr agon: human MC4R agonism via beta-arrestin; P32245; U2OS MC4R beta-arrestin complementation, luminescence; percent of melanotan II response, DMSO zero; activation, % at 8.9 µM; 360,000 compounds, 0.98% hits; AID 540308;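 active = activation above a per-plate cutoff, the mean activation of sample wells on that plate plus 3 SD, cut at about 8% in these data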
Glyco luc inh: N-linked glycosylation inhibition | D54 ERlucT glycosylation luciferase reporter, 24 h; percent of 100 nM tunicamycin response | reporter increase, % at 12.5 µM | 360,000 compounds, 0.23% hits | AID 588692;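 active = mean luciferase reporter signal, scaled so untreated is 0 and the glycosylation-blocking control 100, at or above a set limit in every replicate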;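 note: luciferase carries N-glycosylation sites so blocking glycosylation raises the light; 0% = median of neutral control wells and 100% = median of 100 nM tunicamycin wells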
m5-HT2A agonist: activates the mouse 5-HT2A serotonin receptor; 360,000 compounds, 0.66% hits; activation, % at 7.6 µM; CHO-K1 mHTR2A beta-arrestin complementation, luminescence; percent of 30 µM serotonin response; AID 624169;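 active = activation above a run cutoff, the mean activation of all tested compounds plus 3 SD, cut at about 14% in these data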;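 note: 0% = plate median of compound wells and 100% = 30 µM serotonin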
PDI turbidity: inhibitors of human protein disulfide isomerase | inhibition, % at 10 µM | PDI insulin aggregation turbidity, A650, 90 min | 350,000 compounds, 0.052% hits;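 active = mean inhibition across replicates of 30% or more, whatever share of single replicates reach that level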;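 note: absorbance from insulin aggregation driven by PDI reduction with DTT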
aDG glyco up: alpha-DG glycosylation activation | Pro5-aDG cells, alpha-DG glycosylation AlphaScreen (IIH6); 0% Pro5, 100% B10-LARGE cell signal | activation, % at 10 µM | 360,000 compounds, 0.22% hits | AID 624168;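 active = activation of at least 8% versus controls, or a plate z-score of at least 8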;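 note: Pro5 are CHO cells carrying HIG-tagged alpha-DG that lacks glycosylation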
Vif imaging: blocks HIV Vif function; HEK293T cells, Vif self-association by quenched fluorescence, imaging, 24 h; inhibition, % at 7.49 µM; 340,000 compounds, 0.35% hits; AID 602346; in the data active = inhibition above about 50%, passing the limit was not always enough; note: some results filed as inactive read as strong as hits
CaV13 ICDI inh: Primary screen for inhibitors of IQ motif and Ca2+-dependent inactivation inhibitor domain binding in CACNA1D, Förster resonance energy transfer in living cells, …. inhibition, % at 12.3 µM. AID 743397. 340,000 compounds, 0.098% hits. HEK cells, CFP/YFP FRET ICDI-IQ, plate reader, 10 min; percent FRET-ratio fall versus neutral wells;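 active = mean replicate inhibition of at least 30% and at least 1% of replicates passing that level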;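 note: 0% = median of the neutral control wells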
MC4R antag cAMP: blocks human MC4R cAMP signaling. P32245. MC4R-expressing cells, MTII-stimulated cAMP, LANCE TR-FRET. inhibition, % at 6.5 µM. 360,000 compounds, 0.48% hits;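 active = inhibition above its plate's cutoff, the mean of tested wells on that plate plus 3 SD, cut at about 29% in these data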;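 note: 0% = Melanotan II alone and 100% = Melanotan II plus saturating MCL0020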
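System: U2OS cells stably expressing human melanocortin 4 receptor (MC4R). Reagent: Melanotan II challenge after compound preincubation. Doses: 6.5 µM. Times: 30-min compound, 1-h challenge, 1-h detection, room temperature. Measured by: TR-FRET with Eu-cAMP and labeled anti-cAMP, 671 nm. Replicates: singlicate.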
* marks the source's active call; other numbers are inactive results; . = no result given; & = joins results of further samples.

cpd	SMILES	H9c2 protect	ABCB6 inh 2	MC4R barr agon	Glyco luc inh	m5-HT2A agonist	PDI turbidity	aDG glyco up	Vif imaging	CaV13 ICDI inh	MC4R antag cAMP
1	O=C(CNC(=O)Cc1ccccc1)N=Nc1c(O)[nH]c2ccccc12	-3	93	-2.2	6	1	0	0.0	-2	-4	4
2	CCN(CC)S(=O)(=O)c1ccc(OC)c(NS(=O)(=O)c2ccc(F)cc2)c1	2	108	-1.9	0	-2	3	-0.1	4	.	3
3	N/C(=N\OC(=O)c1ccc2c(c1)OCO2)c1cccc(Br)c1	-25	97	0.0	2	1	-3	0.4	-4	-1	-2
4	Cc1ccc(NC(=O)COC(=O)c2cc(=O)c3ccccc3o2)c(Br)c1	-2	104	0.5	1	4	3	0.2	-1	-4	5
5	Cc1ccccc1CN(c1ccc(C(=O)N2CCCC2)cc1)S(C)(=O)=O	1	104	0.5	-2	3	-2	0.1	-3	-8	-2
6	COc1ccc(C2=NOC(C(=O)NC3CCCCC3)C2)cc1OC (stereo unspecified)	-2	106	-1.6	-1	-3	3	0.0	-7	-6	11
7	Cc1cc(N2CCCC2)nc2c(C)cccc12	-8	93	3.4	-1	6	5	1.0	6	1	-8
8	COc1ccccc1C(CNC(=O)c1ccc(C)c(S(=O)(=O)N2CCCCC2)c1)N(C)C (stereo unspecified)	-2	97	-3.3	-3	-9	-1	0.1	6	-3	10
9	O=C(NC1CCC(O)CC1)c1cc(-c2ccc(Cl)cc2)nc2ccccc12 (stereo unspecified)	3	101	-0.4	1	9	-7	-0.1	5	-3	7
10	Cc1ccc(NC(=O)c2cc(=O)[nH]c3ccc(S(=O)(=O)N4CCOCC4)cc23)nc1	0	100	-1.8	1	-8	8	0.3	2	.	1
11	CCOc1cc(CN2CCCC(N3CCc4ccccc4C3)C2)ccc1O (stereo unspecified)	5	93	-1.1	1	-2	-4	0.7	-2	-3	3
12	CCCc1nnn(S(=O)(=O)c2ccc([N+](=O)[O-])cc2)c1CCC	-4	105	1.8	2	1	-4	-0.2	-2	-7	7
13	CC1(C(=O)NCc2cccc(Cl)c2)Cc2c(-c3cccc(C(N)=O)c3)ccnc2O1 (stereo unspecified)	7	100	0.3	4	-10	-7	0.8	4	-5	-11
14	CCC(C)NC(=O)c1ccc(NC(=O)CC2SC(N3CCCC3)=NC2=O)cc1 (stereo unspecified)	5	94	-0.5	5	1	25	0.0	-21	-5	0
15	C=CCn1c(SCC(=O)Nc2cc(C)on2)nc2c([nH]c3ccccc32)c1=O	-3	93	-1.7	.	-1	0	0.1	.	-6	-9
16	CC1(C)C(=O)OC(c2c(F)c(F)c(F)c(F)c2F)C2(CCCCC2)C1=O (stereo unspecified)	6	184	2.4	-1	7	7	1.6	.	0	9
17	NC(=O)NOCc1ccccc1F	0	86	-1.9	0	5	3	0.0	-3	-1	1
18	CCCCCCSc1cc(-c2nc3ccc(C)cn3c2NCc2ccccc2)ccc1OC	-22	122&103	-1.5	-6	0&-4	2	1.0&0.0	10	-11	13
19	COc1ccc(C(=O)CSc2ccc(-c3ccccc3)nn2)cc1	-4	100	3.8	3	-4	-4	0.0	1	-5	2
20	CCCCNC(=O)c1ccc(/C=C2\Oc3ccccc3N(C)C2=O)cc1	1	93	9.2*	5	1	2	0.2	24	-5	5
21	CCC12CN(S(=O)(=O)c3ccc(C)cc3)CC(CC)(CN(S(=O)(=O)c3ccc(C)cc3)C1)C2=O	-8	93	1.2	-1	5	10	0.0	0	-7	3
22	CN(C)C(=O)C(=O)c1cccn1-c1cccc(Cl)c1C#N	-5	97	-1.7	1	8	3	0.0	-2	-1	10
23	Cc1ccc(C(=O)OCCN2CCN(c3ncc(C(F)(F)F)cc3Cl)CC2)cc1	-22	100	-0.4	1	-2	3	0.0	-3	.	-4
24	CCOc1ncccc1C(=O)OCc1nnc(-c2ccccc2)o1	-8	98	-1.0	1	3	-11	0.0	-4	-5	9
25	Clc1ccccc1-c1nnc(-c2ccc3c(c2)OCO3)o1	-25	102	-2.3	-9	3	-4	2.5	9	0	-7
26	Cc1cccc(-n2c(O)c(C=NCCCN3CCOCC3)c3ccccc3c2=O)c1	7	97	-1.2	2	5	6	-0.1	13	-6	10
27	O=C(CSc1ccc(-c2cccc([N+](=O)[O-])c2)nn1)N1CCCCCC1	2	102	-1.9	1	-4	1	-0.1	-4	-2	10
28	COc1ccc(C(=O)N/C(=C\c2ccccc2)C(=O)NCc2cccnc2)cc1	2	94	-1.4	5	8	-13	0.3	17	-5	1
29	O=C(OCc1cccc(F)c1)c1cc2ccccc2cc1O	-5	101	2.8	1	-4	3	0.0	7	-5	9
30	CCN(CC)S(=O)(=O)c1cc(NC(=O)CN2C(=O)NC(C)(c3ccccc3)C2=O)ccc1C (stereo unspecified)	3	99	-1.8	2	7	13	0.0	-10	-3	18
31	COc1c(C)cccc1C(=O)NCc1ccc2c(c1)OCO2	-1	96	-0.6	-1	-2	-5	0.0	10	-6	13
32	CCOC(=O)c1[nH]c(C)c(C(=O)OC(C)C(=O)Nc2ncc(Cl)cc2Cl)c1C (stereo unspecified)	-1	87	-0.9	7	-4	22	0.3	.	.	0
33	CCC(C)[C@H](N)c1nnc(SCC(=O)c2ccc(Cl)cc2)o1 (stereo partly specified)	-2	107	-0.7	1	1	4	0.1	-1	-3	-1
34	COc1ccc(-c2nc3ccc(C)cc3c(=O)o2)cc1OC	-6	98	-0.5	3	5	11	0.1	-8	-4	1
35	O=C1C2C3C=CC(C3)C2C(=O)N1c1ccccc1OS(=O)(=O)c1ccccc1 (stereo unspecified)	5	100	-3.6	1	-1	-5	0.0	-10	-5	-3
36	CC(=O)Nc1ccc(S(=O)(=O)N2CCCC3CCCCC32)cc1 (stereo unspecified)	-6	93	3.4	2	1	-3	-0.1	3	-8	-4
37	CCOC(=O)CS(=O)(=O)c1nc(-c2ccc(F)cc2)cc(C(F)(F)F)n1	-39	84	-3.3	-15	-8	-4	-0.6	.	.	32*
38	CC(OC(=O)c1ccc2noc(-c3ccccc3)c2c1)C(N)=O (stereo unspecified)	-3	100	-2.8	0	-7	6	-0.1	11	-3	-7
39	CC(=O)Nc1ccc(Nc2nnc(-c3ccc(C)c(S(=O)(=O)NCCO)c3)c3ccccc23)cc1	-5	106	0.0	1	-3	9	0.2	1	-20	-6
40	C[C@@H]1CCCCO[C@H](CN(C)C(=O)CCC(F)(F)F)[C@@H](C)CN([C@H](C)CO)C(=O)c2cc(NC(=O)c3ccncc3)ccc2O1	5	95	-0.8	3	-1	9	0.1	-4	-5	2
41	O=C(CCn1nc(-c2ccc(F)cc2)ccc1=O)NCc1ccccc1	-5	84	0.7	1	0	-4	1.0	8	-19	-5
42	O=C1CSC(c2ccccc2F)N1c1cc(Cl)ccc1O (stereo unspecified)	-6	103	-1.0	-1	0	5	-0.1	-10	-4	5
43	C=CCNC(=O)c1ccccc1NC(=O)c1ccccc1N(C)S(C)(=O)=O	1	99	-3.7	3	-1	-4	0.0	35	3	6
44	COc1ccccc1C1=NOC(C(=O)N2CCN(C(=O)c3ccco3)CC2)C1 (stereo unspecified)	-3	99	0.7	3	-1	5	0.0	8	-2	4
45	Cc1ccccc1C1C(C#N)=C2N=C(N)c3c(sc4c3CCCCC4)N2C2=C1C(=O)CCC2 (stereo unspecified)	-10	135	0.2	-2	0	-2	-0.1	-2	.	8
46	COc1cccc(N2C(=O)Nc3ccc(Br)cc3C2(O)C(=O)NCCN(C)C)c1 (stereo unspecified)	8	84	0.1	-1	1	-2	0.5	3	-17	-1
47	COC(=O)c1ccc(NC(=O)Cn2c(-c3nonc3N)nc3ccccc32)cc1	18	97	-0.4	2	0	10	-0.3	10	0	12
48	Cn1c(SCC(=O)C(C)(C)C)nnc1-c1ccccn1	1	85	1.1	2	-1	12	0.0	0	-6	2
49	Cc1cc(NC(=O)c2cc([N+](=O)[O-])cc([N+](=O)[O-])c2)no1	2	99	0.3	2	10	5	0.1	-2	-6	-3
50	O=C(Cn1cnc2ccccc2c1=O)Nc1ccc2c(c1)CCC2	0	91	0.3	3	2	1	-0.2	8	-3	-3
51	Cc1nnc(NN)n(N)c1=O	1	98	-3.4	-1	2	-1	0.2	4	-5	1
52	COc1cccc(NC(=O)Cc2ccccc2)c1	-11	107	-0.8	-2	-4	-2	-0.2	-7	-5	-1
53	CC(C)CCNc1ncnc2c1nnn2Cc1ccccc1	4	102	-1.6	-2	9	-12	-0.1	2	-3	7
54	Fc1ccc(-c2ccc3c(c2)C2CC3CCN2Cc2ccc3c(c2)OCO3)cc1 (stereo unspecified)	-12	99	0.6	-1	6	-2	-0.2	1	-6	0
55	Cc1ccc(C)c(NC(=S)N2CCN(S(C)(=O)=O)CC2)c1	-3	93	-2.8	1	4	-3	-0.1	-1	-6	5
56	O=C(/C=C\Nc1ccccn1)c1ccccc1	-35	94	-1.6	-15	-4	2	-0.2	28	.	-3

Source: PubChem
